# KCNQ2 block – KCNQ2 channel blockers in CHO-K1 cells – cell-based, FluxOR thallium flux, B-score, primary screen (AID 2156); 1.1% of 310,000 active; 20 min; active compounds read low; O88943; B-score at 10 µM;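 active means fluorescence ratio B-score at most minus 3 library SDs, with starting brightness B-score within 2 library SDs, cut at about -5.5 in these data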
# Kir21 block – Kir2.1 (mouse) channel inhibition; HEK293-Kir2.1, FluxOR thallium flux fluorescence; active compounds read low; B-score at 10 µM; P35561; 0.85% of 310,000 active;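 active means fluorescence ratio B-score at or below minus 3 SD of library scores, with starting-brightness B-score within 2 SD, cut at about -4.2 in these data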;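 further: channel flux triggered by added potassium and thallium sulfate stimulus; B-score of peak minus minimum fluorescence over baseline after thallium stimulus; more negative B-score means stronger Kir2.1 block with less thallium influx; some compounds called inactive have numbers as strong as hits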
# Target sequence (P35561 whole entry, looked up): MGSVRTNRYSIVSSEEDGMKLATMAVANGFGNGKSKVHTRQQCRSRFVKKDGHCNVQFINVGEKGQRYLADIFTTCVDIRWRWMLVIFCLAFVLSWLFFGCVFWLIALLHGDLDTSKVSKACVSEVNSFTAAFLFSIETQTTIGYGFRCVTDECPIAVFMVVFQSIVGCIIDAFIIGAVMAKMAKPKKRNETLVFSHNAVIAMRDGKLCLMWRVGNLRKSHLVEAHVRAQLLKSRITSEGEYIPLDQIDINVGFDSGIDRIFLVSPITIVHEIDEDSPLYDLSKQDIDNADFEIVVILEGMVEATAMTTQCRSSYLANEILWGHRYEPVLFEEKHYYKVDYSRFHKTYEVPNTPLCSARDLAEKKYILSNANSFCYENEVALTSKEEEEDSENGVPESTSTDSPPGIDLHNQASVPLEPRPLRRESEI
# * marks the source's active call; other numbers are inactive results; i = inactive. No enrichment for hits, and some 1.9% of all compounds hit somewhere here.
SMILES,KCNQ2 block,Kir21 block
CC(C)CN(CC(C)C)S(=O)(=O)N1CCC(C(=O)N2CCc3ccccc3C2)CC1,i,-0.83
CC(C)N(Cc1nc(-c2ccccc2)no1)C(=O)CN(C)S(=O)(=O)c1ccccc1,i,1.1
Cc1cc(Cl)ccc1OCc1cn2cccnc2n1,i,0.78
Cc1ccnc(SCC(=O)N2CCC(C(N)=O)CC2)n1,i,-0.58
CC(=O)C1=C(C)NC(C)=C(C(C)=O)C1c1ccccc1,i,-0.98
O=C(COC(=O)c1ccccc1C(=O)c1ccccc1)Nc1ccc(SC(F)F)cc1,i,0.28
CCCNS(=O)(=O)c1ccc(CCC(=O)Nc2cc(Cl)ccc2Oc2ccccc2)cc1,i,0.62
COc1cc(C(=O)NCc2cn3ccsc3n2)cc(OC)c1OC,i,-0.69
C/C(=N\Nc1cc(C(F)(F)F)ccc1Cl)c1ccccc1O,i,0.49
CSc1nsc2nc(=O)c(/C=C3\C(C)=Nc4ccccc43)c(N)n12,i,-0.09
CCc1cc(=O)oc2cc(C)cc(OCC(=O)NCCCN3CCOCC3)c12,i,1.7
CN(CCO)c1cc(Sc2nc3ccccc3s2)c2nonc2c1[N+](=O)[O-],i,-1.3
COCC(C)n1c(C)cc(C(=O)CN2C(=O)NC(Cc3c[nH]c4ccccc34)C2=O)c1C (stereo unspecified),i,-0.3
CCCCOC(=O)/C=C/c1ccc(OC(=O)OC)c(OC(=O)OC)c1,i,-0.29
CC1Cc2cc(S(=O)(=O)NCc3ccccc3)ccc2N1C(=O)C1CC1 (stereo unspecified),i,-0.84
O=C(O)CCSc1nc2ccccc2c(=O)[nH]1,i,1.6
CCC(c1nnnn1Cc1ccc(OC)cc1)N1CCN(c2ccc(OC)cc2)CC1 (stereo unspecified),i,0.51
CC(C)C[C@H](NC(=O)C1(c2ccccc2)CCN(C(=O)[C@H]2CSCN2C(=O)OC(C)(C)C)CC1)C(=O)O,i,0.27
CCCN(CCC)CC(O)CN1C(=O)N(CN2C(=O)N(CC(O)CN(CCC)CCC)C(=O)C2(C)C)C(C)(C)C1=O (stereo unspecified),i,-1.4
Cc1sc2nc(CN3CCOCC3)[nH]c(=S)c2c1C,i,-0.03
O=C(NCc1ccco1)/C(=C/c1cccnc1)NC(=O)c1ccco1,i,0.47
Cc1cccc(-n2ccnc2SCC(=O)N2CCCc3ccccc32)c1C,i,-0.02
COc1nc(N)nc2nc[nH]c12,i,0.05
COc1ccccc1N1CCN(C(=O)CCc2c[nH]c3ccccc23)CC1,i,2.3
Cc1ccccc1CSc1[nH]c(=O)ncc1C,i,0.06

# Additional entries follow.
SMILES,KCNQ2 block,Kir21 block
O=C(CCCOc1ccccc1)N1CCN(c2ccc(F)cc2)CC1,i,-0.07
CS(=O)(=O)n1nc(OC(=O)c2cccs2)cc1N,i,-0.72
O=C(c1ccc2ccccc2n1)N1CCN(Cc2c(F)cccc2Cl)CC1,i,0.67
Cc1cc(/C=C2\SC(=S)N(C)C2=O)c(C)n1-c1cccc(O)c1,i,-0.89
Nc1cc(-c2ccco2)no1,i,1.5
COC1=C/C(=C/c2c(N)n3nc(CC(=O)N4CCCC4)sc3nc2=O)C=CC1=O,i,0.69
CCCCN(CC)C(=O)C1CCC(CNS(=O)(=O)c2cccc3nsnc23)CC1 (stereo unspecified),i,-1.1
CN1CCN(c2cc(=O)n(Cc3ccc(F)cc3)c(=O)[nH]2)CC1,i,-0.19
CC(C)CNC(=O)CC(=O)N/N=C/c1cccs1,i,-0.63
O=C(NCc1cccnc1)C1CC(=O)N(C2CCCCC2)C1 (stereo unspecified),i,3.3
C=CCn1c(C)cc(-c2csc(NC(=O)CCc3nc4ccccc4c(=O)[nH]3)n2)c1C,i,0.06
C[C@H](NC(=O)[C@H]1N2C(=O)c3ccccc3C2SC1(C)C)C(=O)N1CCC[C@H]1C(=O)O (stereo partly specified),i,-1
COc1ccc(NC(=O)c2cc(-c3ccc(C)o3)nc3ccccc23)c(OC)c1,i,1.4
O=C(Nc1nnc(-c2ccc(Cl)cc2)o1)C1CCCCC1,i,-1.9
CN1/C(=C/C(=O)c2ccc(Cl)cc2)Sc2cc3c(cc21)OCO3,i,-0.79
COc1ccc(NC(=O)NN2CCN(C)CC2)cc1,i,1.8
Cn1cc(C(=O)Nc2ccc(Cl)c(Cl)c2)cn1,i,1.1
Cc1ccc(S(=O)(=O)N2CCOCC2)cc1NC(=O)COC(=O)Cc1cccs1,i,1
Cc1ccc(NC(=O)CSc2nc3ccccc3nc2N2CCOCC2)c(C)c1,i,0.01
COc1ccc(CC(=O)Nc2c3c(nn2C(C)(C)C)CS(=O)C3)cc1 (stereo unspecified),i,-0.11
Cc1ccc(CNC(=O)c2cc3ccccc3oc2=O)cc1,i,1.8
CCOC(=O)c1c(C)c(C(=O)O)n(C)c1C,i,-0.09
Cn1c(=O)c2c(nc(NCCc3ccccc3)n2CC(=O)NCCc2ccccc2)n(C)c1=O,i,0.52
COC(=O)C1C(c2ccc(N(C)C)cc2)C(C(=O)OC)S(=O)(=O)CS1(=O)=O (stereo unspecified),i,-0.16
COc1ccc(OCC(O)CN2CCCCCC2)cc1 (stereo unspecified),i,0.24

# Further compounds follow.
SMILES,KCNQ2 block,Kir21 block
Cc1ccc(C)c(Cn2nc(-c3ccccc3)ccc2=O)c1,i,-0.48
O=C1c2cccc3c2[C@H](CCC3)CN1[C@@H]1CN2CCC1CC2,i,-0.2
COc1ccc(S(=O)(=O)N2CCCC2CNC(=O)C(=O)NCc2cccs2)cc1 (stereo unspecified),i,-1.1
COc1ccc(/C=N/N=C2/C(=O)Nc3ccccc32)cc1O,i,0.04
COc1ccccc1C(=O)NNC(=O)c1ccccc1F,i,-0.73
Cc1ccc2c(cnn2C(=O)CCC(=O)NC2CCCC2)c1,i,-1.7
CCCCn1c(N)c(N(CC(C)C)C(=O)C2CC(=O)N(Cc3ccco3)C2)c(=O)[nH]c1=O (stereo unspecified),i,1.4
CC(C)C[C@H](NC(=O)c1nc[nH]c1C(=O)N(C)Cc1ccccc1)C(=O)OCc1ccccc1,i,0.75
O=S(=O)(c1ccc(F)cc1)N1CCC2(CC1)OCCN2S(=O)(=O)c1cccs1,i,-1.1
COc1cccc(/C=C/C(=O)NCC2CCCCC2)c1,i,1.8
Cc1cc2ccccc2c(=O)n1CC(=O)NCC(=O)N1CCN(c2ccccc2)CC1,i,-0.89
CCOC(=O)c1ccccc1-c1csc(N)n1,i,-0.3
COc1ccc(C)cc1NC(=O)C(OC(=O)Cn1cnc2c1c(=O)n(C)c(=O)n2C)c1ccccc1 (stereo unspecified),i,1.6
CCC(C)(C(=O)NC1CCCC1)N(C(=O)c1ccccn1)c1ccc(C)cc1 (stereo unspecified),i,-0.45
Cc1noc(NS(=O)(=O)c2ccc(N/C=C/C(=O)c3ccncc3)cc2)c1C,i,0.93
O=C(NCc1ccccc1)c1ccccc1Br,i,-1.1
Cc1c(NC(=S)NC(=O)c2ccccc2Br)c(=O)n(-c2ccccc2)n1C,i,-0.84
COc1ccc(CCNC(=O)CSc2nnnn2-c2ccccc2)cc1,i,-2.9
Cc1cc(-c2nnc(SCC(=O)Nc3ccc(F)cc3F)n2N)n[nH]1,i,-0.19
CN(c1ccccc1C(=O)N1CCCC1)S(C)(=O)=O,i,1.9
Cc1ccc(CN(C)C(=O)C2CCC(=O)N(CCc3ccccc3)C2)o1 (stereo unspecified),i,0.06
COc1cccc(C(=O)NNC(=O)Cc2cccs2)c1,i,0.15
CCN(CC(=O)Nc1ccc(C(=O)Nc2ccc(OC)cc2)cc1)Cc1nc2ccccc2c(=O)[nH]1,i,-0.81
CC(C)COc1ccc(C(=O)Nc2ccc(NC(=O)c3ccco3)cc2)cc1,i,-0.23
Cc1occc1-c1nnc(SCC(=O)N2CCc3ccccc32)o1,i,-0.65

# The list continues.
SMILES,KCNQ2 block,Kir21 block
Cn1c(=O)[nH]c(=O)c2c1nc(Br)n2CCSc1nc2ccccc2o1,i,0.04
CCCOc1cccc(-c2cc(-c3n[nH]c(=S)n3CC)c3ccccc3n2)c1,i,1.1
Clc1ccc(COn2c(-c3ccc(Cl)cc3Cl)nc3ncccc32)cc1,i,-3.1
O=C1CN(C(=O)COc2ncnc3ccccc23)c2ccccc2N1,i,3.1
c1ccc(-c2cc3c(N4CCCC4)ncnc3s2)cc1,i,-1.5
CCOC(=O)Cc1csc(NC(=O)c2cc(=O)c3ccccc3o2)n1,i,1
COc1ccc(NC(=O)c2cccc(S(=O)(=O)Nc3ccc(Br)cc3)c2)cn1,i,-1.3
COc1ccc(S(=O)(=O)N2CCN(C(=O)C3CCCO3)CC2)cc1 (stereo unspecified),i,2
CC(C)NCC(O)COC1CCC(C(C)(C)C)CC1 (stereo unspecified),i,-0.29
O=[N+]([O-])c1ccccc1S(=O)(=O)Oc1ccccc1/C=N/n1cnnc1,i,-0.15
CCOC(=O)Nc1ccc2c(CNC(C)c3ccccc3OC)cc(=O)oc2c1 (stereo unspecified),i,-0.12
O=C(CSc1nnc(-c2csc3c2CCCC3)o1)Nc1ccccc1,i,0.01
CC(=O)N1CCN(C(=S)c2cccc([N+](=O)[O-])c2)CC1,i,-1
O=C1C2C3C=CC(C4CC34)C2C(=O)N1c1ccc2c(c1)OCO2 (stereo unspecified),i,-0.63
CC(C)(C)c1ccccc1NC(=O)c1cccnc1,i,0.53
COc1cc(C2NCCc3c2[nH]c2ccccc32)ccc1OC(C)C (stereo unspecified),i,0.96
CC(Cc1cccs1)NC(=O)Nc1cccc(Cl)c1 (stereo unspecified),i,0.77
CC(C)(C)NC(=O)C(c1cccs1)N(CC1CCCO1)C(=O)c1ccc(-c2ccccc2)[nH]1 (stereo unspecified),i,-0.03
CCN1CCN(c2ncc(C(=O)N3CCCc4ccccc43)c3ccccc23)CC1,i,0.06
CCN(CC)c1ccc(/C=N/NC(=O)CNC(=O)c2cccnc2)cc1,i,-2.8
N/C(COc1ccc(Cl)cc1Cl)=N\O,i,1.4
CCSc1nnc(NC(=O)CSc2nnc(Cc3cccn3C)n2-c2ccc(C)cc2)s1,i,-0.68
Cc1cccc(C(C)C)c1NC(=O)COC(=O)C1CC(=O)N(Cc2ccccc2)C1 (stereo unspecified),i,-0.61
CC(C)(C)c1ccc(/C=C(\C#N)C(=O)Nc2ccccn2)cc1,i,-1.6
COc1ccccc1C(=O)NC(=O)Cn1nc(C)c([N+](=O)[O-])c1C,i,-0.13

# Later entries:
SMILES,KCNQ2 block,Kir21 block
CCCN(CCC)c1nc(Cl)nc(NCCN2CCOCC2)n1,i,-0.19
O=C(OCn1nnc2ccccc2c1=O)c1ccc2ccccc2n1,i,-0.61
C=C1CCN([C@@H](Cc2ccccc2)C(=O)NC2CCN(Cc3ccccc3)CC2)S(=O)(=O)c2ccccc21,i,-2.3
COc1ccc(CCNS(=O)(=O)c2ccc3c(c2)OCCO3)cc1,i,-0.7
CCNC(=S)NNC(=O)c1cc(-c2ccc(OC)cc2)nc2ccccc12,i,-0.7
CCc1ccccc1NC(=O)CN(C)C(=O)CSc1nnc(Nc2cccc(C)c2)s1,i,0.24
C/C=C\C(=O)Nc1cccc(C2=NOC3(C2)C[C@@H](C(N)=O)N(C(=O)COc2ccc(Cl)cc2)C3)c1 (stereo partly specified),i,0.11
CN(C[C@H](Cc1ccccc1)N(C[C@H](Cc1ccccc1)N(CCc1cc(C(F)(F)F)cc(C(F)(F)F)c1)N=O)N=O)N=O,i,0.99
COc1ccc(C(=O)N2c3cc4c(cc3C(C)=CC2(C)C)OCO4)cc1,i,2.2
O=C(O)c1cc(-c2ccncc2)nc2ccc(F)cc12,i,0.7
O=C(Nc1ccc(N2CCOCC2)cc1N1CCOCC1)c1ncoc1-c1cccc(F)c1,i,-1.9
O=C(Nc1ccc(Cl)c([N+](=O)[O-])c1)c1ccco1,i,-1.2
CCOc1ccc(NC(=O)Cn2nnc(-c3ccccc3NC(=O)c3cccs3)n2)cc1,i,0.81
CCSc1nnc(NC(=O)c2cc(-c3ccc(C)c(C)c3O)n[nH]2)s1,i,-0.38
O=C(O)CCn1[nH]c(=O)c2ccccc2c1=O,i,3.1
Cc1nc(N2CCN(C)CC2)[nH]c(=O)c1Cc1cccc2ccccc12,i,-1.3
CC(=O)NCCc1nc2ccccc2n1CCOc1ccccc1,i,-1.2
COc1ccc(NC(=O)C2CCCN(S(=O)(=O)c3ccc(Cl)cc3)C2)cc1OC (stereo unspecified),i,0.52
S=c1[nH]nc(-c2ccc(Br)cc2)n1-c1ccc2c(c1)OCCO2,i,-1.8
COCCN(Cc1cc2cc3c(cc2nc1Cl)OCO3)C(=O)c1cccc(C)c1,i,-1.1

# Filtered by structure, the entries above containing two or more sulfur atoms.
SMILES,KCNQ2 block,Kir21 block
CSc1nsc2nc(=O)c(/C=C3\C(C)=Nc4ccccc43)c(N)n12,i,-0.09
CN(CCO)c1cc(Sc2nc3ccccc3s2)c2nonc2c1[N+](=O)[O-],i,-1.3
Cc1sc2nc(CN3CCOCC3)[nH]c(=S)c2c1C,i,-0.03
CS(=O)(=O)n1nc(OC(=O)c2cccs2)cc1N,i,-0.72
Cc1cc(/C=C2\SC(=S)N(C)C2=O)c(C)n1-c1cccc(O)c1,i,-0.89
CCCCN(CC)C(=O)C1CCC(CNS(=O)(=O)c2cccc3nsnc23)CC1 (stereo unspecified),i,-1.1
Cc1ccc(S(=O)(=O)N2CCOCC2)cc1NC(=O)COC(=O)Cc1cccs1,i,1
COC(=O)C1C(c2ccc(N(C)C)cc2)C(C(=O)OC)S(=O)(=O)CS1(=O)=O (stereo unspecified),i,-0.16
COc1ccc(S(=O)(=O)N2CCCC2CNC(=O)C(=O)NCc2cccs2)cc1 (stereo unspecified),i,-1.1
O=S(=O)(c1ccc(F)cc1)N1CCC2(CC1)OCCN2S(=O)(=O)c1cccs1,i,-1.1
O=C(CSc1nnc(-c2csc3c2CCCC3)o1)Nc1ccccc1,i,0.01
CCSc1nnc(NC(=O)CSc2nnc(Cc3cccn3C)n2-c2ccc(C)cc2)s1,i,-0.68
CCc1ccccc1NC(=O)CN(C)C(=O)CSc1nnc(Nc2cccc(C)c2)s1,i,0.24
CCSc1nnc(NC(=O)c2cc(-c3ccc(C)c(C)c3O)n[nH]2)s1,i,-0.38
